Casp1 inh – qHTS Assay for Allosteric/Competitive Inhibitors of Caspase-1. P29466. Caspase-1 enzyme, Ac-WEHD-AFC fluorogenic rate. Potency, µM (series often up to 57.5 µM), inactives show at the highest dose activity change, negative = inhibition, hits mostly inhibitors. hit rate 0.03% among 75,000. AID 900, 2007;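 also: potency is read from the fitted curve at half-maximal effect; plate controls were vehicle for no effect and no substrate for full effect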
Target sequence (P29466 120-297 limits assumed): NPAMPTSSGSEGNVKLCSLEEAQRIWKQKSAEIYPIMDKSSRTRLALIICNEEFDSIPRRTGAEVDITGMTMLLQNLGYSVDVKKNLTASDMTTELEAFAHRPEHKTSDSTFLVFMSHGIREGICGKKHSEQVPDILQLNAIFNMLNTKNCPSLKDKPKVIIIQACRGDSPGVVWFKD
Target sequence (P29466 317-404 limits assumed): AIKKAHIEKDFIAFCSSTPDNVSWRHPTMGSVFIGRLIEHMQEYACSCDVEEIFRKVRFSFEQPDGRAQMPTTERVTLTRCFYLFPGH
Caspase-7 inhib – qHTS Assay for Allosteric/Competitive Inhibitors of Caspase-7; Potency, µM (titrated, usually from 57.5 µM), inactives show at the highest dose activity change, negative = inhibition, actives largely listed as inhibitors; recombinant caspase-7, Ac-DEVD-AFC fluorescence rate; P55210; hit rate 0.02% among 75,000; AID 889, 2007; active = well fitted inhibition curve with a large enough effect in the main read-out, with a control signal flat, not every such curve was filed as active; inconclusive = small, poorly fitted or top-dose-only effect, or a change in a side signal; also: potency is read from the fitted curve at half-maximal effect; % of control where 0% means no effect
Target sequence (P55210 24-198 limits assumed): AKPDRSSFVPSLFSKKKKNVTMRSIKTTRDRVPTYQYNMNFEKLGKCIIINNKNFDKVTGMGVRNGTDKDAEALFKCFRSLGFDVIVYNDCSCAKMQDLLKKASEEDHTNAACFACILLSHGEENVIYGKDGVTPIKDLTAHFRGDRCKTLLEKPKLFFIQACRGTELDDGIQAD
Target sequence (P55210 207-303 limits assumed): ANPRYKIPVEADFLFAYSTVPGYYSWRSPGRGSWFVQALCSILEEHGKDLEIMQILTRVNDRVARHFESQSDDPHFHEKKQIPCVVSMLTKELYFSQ
ERK AVP inh – qHTS Assay for Inhibitors of the ERK Signaling Pathway using a Homogeneous Screening Assay; HEK293-V1b, vasopressin-stimulated pERK AlphaScreen; hit rate 0.99% among 72,000; Potency, µM (top dose mostly 57.5 µM), inactives show at the highest dose activity, negative = inhibition, most hits filed as inhibitors; also: potency is read from the fitted curve at half-maximal effect; % is scaled to controls: 0 for no effect and ±100 for the full control effect; nearly all actives have a fitted effect of over 55% in size
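HEK293 cells stably expressing V1b receptor, seeded overnight in 1% FBS, were treated with compounds for 30 min at 37C, then stimulated 5 min with 25 nM vasopressin; phospho-ERK read by AlphaScreen SureFire after lysis.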
CRE Fsk mod – Cell signaling CRE-BLA (Fsk stim); CHO CRE-bla reporter (cAMP response element driving beta-lactamase), forskolin EC10, beta-lactamase ratio; Potency, µM (highest dose often 38.2 µM), for inactives: top-dose activity change, negative = inhibition, most hits filed as activators; hit rate 2.5% among 71,000; active = well fitted activation curve with a large enough effect in the signal ratio, with a control signal flat, not every such curve was filed as active; inconclusive = small, poorly fitted or top-dose-only effect, or effect the other way, or a change in a side signal; the % refers to the signal ratio; also: potency is read from the fitted curve at half-maximal effect; % of control where 0% means no effect
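AC50 values, positive or negative, reflect shifts in EC10 NKH 477-induced CRE-bla reporter activity in CHO cells. Incubation lasted 3 h at 37 °C before CCF4 substrate (2 h, room temperature) and ratiometric 460/530 nm reading.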
BRCT PPI green – qHTS Assay for Inhibitors of BRCT-Phosphoprotein Interaction (Green Fluorophore); AID 875, 2007; BRCA1 BRCT-phosphopeptide binding, green fluorescence polarization; hit rate 0.05% among 75,000; Potency, µM (series often up to 76.9 µM), inactives show top-dose activity change, negative = inhibition, hits mostly inhibitors; Breast cancer type 1 susceptibility protein (Homo sapiens), P38398;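 also: potency is read from the fitted curve at half-maximal effect; plate controls were peptide without protein for full effect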
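Fluorescence polarization: His-tagged BRCT (~35 kDa BRCA1 C-terminus, 250 nM) bound to 100 nM fluorescein-labeled phosphorylated 10-aa BACH1 peptide, pH 7.3 phosphate buffer with DTT and Tween 20. Compounds incubated 12 min at room temperature; inhibition read as lowered polarization.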
USP2a inh – qHTS Assay for Inhibitors of Ubiquitin-specific Protease USP2a; USP2a enzymatic assay, qHTS inhibition; Ubiquitin carboxyl-terminal hydrolase 2 (Homo sapiens), O75604; hit rate 0.1% among 60,000; Potency, µM (series often up to 38.3 µM), inactives show top-dose activity change, negative = inhibition, actives largely listed as inhibitors;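 also: potency is read from the fitted curve at half-maximal effect; nearly all actives have a fitted effect of over 60% in size; plate controls were DMSO for no effect and NEM full inhibition control for full effect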
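Inhibition is measured in a cell-free coupled assay with 20 nM USP2 core, 20 nM Ub-PLA2 and 20 uM NBD C6-HPC, 2.5 h incubation. Activity normalized to NEM control.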
HEK293 cAMP cs – qHTS Assay for Agonists of the Thyroid Stimulating Hormone Receptor: Activators of Intracellular cAMP Concentrations in Parental HEK 293; parental HEK293 CNG cAMP sensor, membrane potential fluorescence; Potency, µM (doses to about 57.1 µM), without a hit: top-dose activation, usual class: activators; hit rate 2.5% among 73,000; AID 938, 2007; also: potency is read from the fitted curve at half-maximal effect; % of control where 0% means no effect; nearly all actives have a fitted effect of over 55% in size
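Counterscreen for endogenous-receptor signalling: CNG-channel HEK 293 cells report cAMP rise by membrane depolarization. After 60 min dye equilibration with 100 uM RO 20-1724, compounds incubated 30 min before bottom-read fluorescence at 590 nm.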
BRCT PPI red – qHTS Assay for Inhibitors of BRCT-Phosphoprotein Interaction (Red Fluorophore). Breast cancer type 1 susceptibility protein (Homo sapiens), P38398. BRCT-phosphopeptide binding, red fluorescence polarization. Potency, µM (titrated, usually from 76.9 µM), without a hit: top-dose activity change, negative = inhibition, hits mostly inhibitors. hit rate 0.03% among 75,000; also: % is scaled to controls: 0 for no effect and ±100 for the full control effect
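Fluorescence polarization: 100 nM His-tagged BRCA1 BRCT with 100 nM TAMRA-labelled phospho-BACH1 decapeptide, phosphate buffer pH 7.3 with 150 mM NaCl, DTT, 0.01% Tween 20; 12 min RT. Binding inhibition seen as FP decrease.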
A350 autofl – qHTS Assay for Spectroscopic Profiling in A350 Spectral Region. Compound autofluorescence, 340/450 nm, Alexa 350 dye-equivalents; stronger effect = higher value. max dye-equivalent concentration, M. hit rate 11% among 59,000. AID 590, 2007; in the data active = max dye-equivalent concentration above about 10 nM; inconclusive = mostly about 1.1 nM to 9.6 nM
FLuc inh – qHTS Assay for Inhibitors of Firefly Luciferase; Luciferin 4-monooxygenase (Photinus pyralis), P08659; purified firefly luciferase, luminescence, 8 min; Potency, µM (doses to about 57.1 µM), inactives show at the highest dose activity change, negative = inhibition, most hits filed as inhibitors; hit rate 2.2% among 72,000; also: potency is read from the fitted curve at half-maximal effect; % is scaled to controls: 0 for no effect and ±100 for the full control effect; nearly all actives have a fitted effect of over 40% in size
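Luminescence read-out after 8 min at room temperature; enzyme reaction used luciferin plus 10 uM ATP (linear range) in imidazole buffer pH 7.2 with KCl, MgCl2, Tween 20 and BSA. Each sample was run as a titration.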
Tau fil binding – qHTS Assay for Tau Filament Binding; Potency, µM (highest dose often 57.1 µM), for the others: at the highest dose activity change, negative = inhibition; recombinant tau filaments, thioflavin S fluorescence, 15 h; filaments grown with octadecylsulfate alongside compound; AID 596, 2007; hit rate 2% among 71,000;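 also: potency is read from the fitted curve at half-maximal effect; % is scaled to controls: 0 for no effect and ±100 for the full control effect; actives lower thioflavin S fluorescence by blocking filaments or displacing dye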
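Quantitative HTS: thioflavine S signal from ODS-induced tau filaments, excited at 450 nm, emission 510 nm. Conditions: 1 uM tau, 30 uM ODS, 15 h at 37 C, pH 7.4.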
* hit, by the source's call; i = inactive; ? = inconclusive; / = not tested or not shown; [ ] = another dose, or the depositor's remark. Unless noted, calls follow the shape of the dose curve; as a rule, active = well fitted curve in the direction sought with a large enough effect; inconclusive = small, poorly fitted or top-dose-only effect, or another doubt; inactive = no such curve, though single readings can be large; an effect the other way counts as inactive or inconclusive.

[1] O=C(Cn1nnc(-c2ccc(CN3CCOCC3)cc2)n1)N1CCCc2ccccc21
[2] Cc1ccc(S(=O)(=O)NCCNC(=O)c2ccccc2)cc1
[3] O=C1c2ccccc2C(=O)N1CCn1c(=O)oc2ccccc21
[4] CCOC(=O)C1CCCN(C(=O)Nc2cccc(Cl)c2)C1 (stereo unspecified)
[5] CCOC(=O)CNC(=O)c1ccc2[nH]c3c(c2c1)CCCC3
[6] Cc1cc(C)nc(N(C#N)CCOc2ccccc2)n1
[7] Cc1ccccc1NC(=O)C1CCCN(S(=O)(=O)c2cccc3cccnc23)C1 (stereo unspecified)
[8] COc1ccccc1-n1c(-c2cccnc2)n[nH]c1=S
[9] Cc1nn(-c2ccccc2)c(C)c1NS(=O)(=O)c1ccccc1
[10] COc1cc(O)c(C(C)=O)c(OC)c1
Compound,1,2,3,4,5,6,7,8,9,10
Casp1 inh,-2%,-2%,3%,-1%,-12%,2%,-1%,0%,-1%,-3%
Caspase-7 inhib,2%,5%,-1%,1%,-19%,-1%,0%,-1%,-1%,-2%
ERK AVP inh,10%,18%,-10%,-11%,-1%,-10%,-12%,-28%,-8%,-13%
CRE Fsk mod,0%,-7%,-5%,-14%,13%,10%,-4%,-3%,-10%,/
BRCT PPI green,-1.6%,-2.4%,-0.7%,0.2%,-0.7%,1.2%,-1.0%,-3.8%,-0.4%,-0.2%
USP2a inh,12%,2%,-2%,7%,3%,1%,/,5%,6%,35%[activator]
HEK293 cAMP cs,25%,3%,4%,15%,-9%,14%,8%,2%,9%,/
BRCT PPI red,-1.9%,0.2%,-1.2%,-0.3%,0.5%,2.5%,0.4%,0.5%,-1.5%,0.7%
A350 autofl,i,?,i,i,/,i,/,1.6e-08M*,i,/
FLuc inh,-1%,0%,-9%,-5%,-14%,0%,2%,2%,-1%,/
Tau fil binding,8%,10%,-7%,-8%,67%,0%,-11%,4%,-16%,/

[11] COCCCn1c(SCC(=O)Nc2ccc(C(=O)OC)cc2)nc2ccccc2c1=O
[12] COC(=O)c1c(NC(=O)C2CCC2)sc(C(=O)N(C)C)c1C
[13] CCOc1ccc(C(=O)NC2CCN(S(=O)(=O)CC)CC2)cc1
[14] COCCN(CCOC)c1nc(C)nc2c1nc(-c1ccccc1)n2CCN1CCOCC1
[15] COc1ccc(C(=O)Nc2cccc(C)c2)cc1S(=O)(=O)N1CCOCC1
[16] COc1ccc(CC(=O)Nc2ccc(-c3nnc(-c4ccc(C)cc4)o3)cc2)cc1
[17] c1ccc(Cn2nnnc2CN2CCCC2)cc1
[18] Cc1ccc(OCCNS(=O)(=O)c2cccs2)cc1
[19] O=C(COC(=O)CN1C(=O)c2ccccc2C1=O)Nc1ncc(Cl)cc1Cl
[20] CC(C)(C)NC(=O)C(c1ccco1)N(C(=O)c1csnn1)c1ccccc1 (stereo unspecified)
Compound,11,12,13,14,15,16,17,18,19,20
Casp1 inh,3%,1%,-1%,-1%,1%,0%,0%,-1%,-2%,-1%
Caspase-7 inhib,1%,-1%,1%,3%,2%,0%,-2%,1%,-7%,0%
ERK AVP inh,5%,-11%,-3%,-21%,2%,3%,19%,-18%,6%,4%
CRE Fsk mod,?,24%,0%,13µM*,5%,-5%,-2%,-6%,-6%,1%
BRCT PPI green,-1.0%,0.0%,1.5%,0.4%,1.7%,2.5%,-3.6%,2.5%,-1.6%,0.6%
USP2a inh,182%[activator],-7%,/,/,12%,6%,-18%,2%,20%,7%
HEK293 cAMP cs,17%,?,5%,?,?,-2%,6%,?,-8%,6%
BRCT PPI red,0.4%,-0.2%,0.4%,-2.7%,0.9%,0.7%,-0.2%,-0.9%,-2.3%,0.2%
A350 autofl,i,i,i,/,i,i,i,i,i,i
FLuc inh,-1%,1%,2%,/,2%,-7%,1%,2%,-1%,0%
Tau fil binding,-11%,5%,-11%,9%,-3%,200%,-2%,-3%,-13%,4%

[21] C=CCN1C(=O)C(O)(CC(=O)c2ccccc2)c2ccccc21 (stereo unspecified)
[22] COc1ccc(-c2nc(C#N)c(NCc3ccc(F)cc3)o2)cc1OC
[23] CCOC(=O)c1cccc(NC(=O)C2CCCN2S(=O)(=O)c2cccc3cccnc23)c1 (stereo unspecified)
[24] O=S(=O)(c1ccc(Cl)cc1)N1CCSC1c1ccco1 (stereo unspecified)
[25] O=C(NCc1ccco1)c1cnccn1
[26] CN(C)c1ccc(-c2nc(N(C)C)c3ccccc3n2)cc1
[27] CC12CCC(C(=O)N3CCN(Cc4ccccc4)CC3)(OC1=O)C2(C)C (stereo unspecified)
[28] Cn1cccc1Cc1nnc(SCC(=O)N2CCCCCC2)n1CCc1ccccc1
[29] CCN(Cc1ccccc1)C(=O)CCCOc1ccccc1
[30] CCCCCSc1nnc2c(n1)OC(c1cccn1C)N(C(C)=O)c1ccccc1-2 (stereo unspecified)
Compound,21,22,23,24,25,26,27,28,29,30
Casp1 inh,2%,-4%,2%,0%,-5%,-2%,0%,-4%,-3%,-2%
Caspase-7 inhib,1%,-2%,-3%,-4%,-2%,-5%,0%,-3%,-1%,-2%
ERK AVP inh,12%,25µM*,-11%,3%,9%,4%,-12%,?,?,0%
CRE Fsk mod,-7%,4µM*,?,?,-4%,77%,?,-5%,?,?
BRCT PPI green,-0.2%,-1.7%,-1.7%,-0.1%,0.4%,-2.8%,-0.1%,2.1%,-1.0%,-5.6%
USP2a inh,-4%,16%,/,5%,-4%,12%,7%,/,-10%[7.66 µM],11%
HEK293 cAMP cs,11%,-4%,1%,?,2%,9%,0%,6%,?,-9%
BRCT PPI red,0.6%,-0.4%,1.2%,0.2%,-0.5%,2.3%,-1.3%,0.6%,-1.3%,1.5%
A350 autofl,i,?,/,i,/,i,i,/,/,i
FLuc inh,1%,-3%,0%,3%,1%,-7%[2.29 µM],2%,-3%,-2%,1%
Tau fil binding,5%,56%,i,-5%,10%,?,-1%,10%,-29%[11.4 µM],-14%

[31] NCCCCCCN
[32] O=c1c(-c2ccc(F)cc2)nc2cnc(Oc3ccccc3)nc2n1Cc1cccs1
[33] CCN(CCCCN1C(=O)c2ccccc2C1=O)c1ccc2c(c1)C(=O)N(C)C2=O
[34] Nc1nnc(SCCOc2ccccc2)s1
[35] Cc1ccc(-n2c(SCC(=O)NCc3ccco3)nc3sc(C)c(C)c3c2=O)cc1
[36] Cc1ccc2c(c1)-c1cc(C)nn1C(c1sccc1C)N2 (stereo unspecified)
[37] CCCC(=O)N1CCN(C2=NS(=O)(=O)c3ccccc32)CC1
Compound,31,32,33,34,35,36,37
Casp1 inh,-3%,?,?,2%,-2%,-8%,-8%
Caspase-7 inhib,0%,?,?,-1%,-2%,-6%,-1%
ERK AVP inh,11%,-33%,23%,-6%,-18%,13%,1%
CRE Fsk mod,?,?,?,-19%,-2%,?,-3%
BRCT PPI green,4.3%,-1.0%,2.6%,-1.1%,-2.0%,-1.5%,-2.5%
USP2a inh,/,201%[activator],44%[activator],1%,8%,-13%,-5%
HEK293 cAMP cs,6%,19%,?,-6%,-2%,?,9%
BRCT PPI red,-0.3%,-0.2%,0.2%,1.1%,0.9%,-1.6%,2.1%
A350 autofl,/,?,i,?,i,8.6e-08M*,/
FLuc inh,/,2%[11.4 µM],0%,-2%,3%,?,2%
Tau fil binding,9%,-13%,33%,-4%,65%,11%,-9%

Reformatted: results already given.
Each structure is followed by: Casp1 inh | Caspase-7 inhib | ERK AVP inh | CRE Fsk mod | BRCT PPI green | USP2a inh | HEK293 cAMP cs | BRCT PPI red | A350 autofl | FLuc inh | Tau fil binding
[35] Cc1ccc(-n2c(SCC(=O)NCc3ccco3)nc3sc(C)c(C)c3c2=O)cc1
  -2% | -2% | -18% | -2% | -2.0% | 8% | -2% | 0.9% | i | 3% | 65%
[37] CCCC(=O)N1CCN(C2=NS(=O)(=O)c3ccccc32)CC1
  -8% | -1% | 1% | -3% | -2.5% | -5% | 9% | 2.1% | / | 2% | -9%
[31] NCCCCCCN
  -3% | 0% | 11% | ? | 4.3% | / | 6% | -0.3% | / | / | 9%

No enrichment for hits; 16% or so of the library scored in one or more.
